Cycloheximide cs = Cycloheximide Counterscreen for Small Molecule Inhibitors of Shiga Toxin. cell reporter, cycloheximide protein synthesis inhibition counterscreen. max response, %. hit rate 12% among 300,000. AID 2314, 2010; in the data active = max response mostly above about 13%, no sharp cut-off; inactive = mostly below about 14%; also: read at 38.3 µM for the half of the compounds with a filed dose; 0% is about no effect
Shiga toxin inh = A qHTS for Small Molecule Inhibitors of Shiga Toxin; hit rate 9.2% among 290,000; Vero cells, Shiga toxin protein synthesis inhibition reporter; AID 2315, 2010; inhibition, % at 38.7 µM; in the data active = inhibition mostly above about 28%, no sharp cut-off; inactive = mostly below about 43%; also: 0% is about no effect
Pf growth 96h = Primary qHTS for delayed death inhibitors of the malarial parasite plastid, 96 hour incubation | P. falciparum luciferase reporter growth, 96 h | Potency, µM (doses to about 28.7 µM), without a hit: at the top dose activity change, negative = inhibition, most hits filed as inhibitors | hit rate 6.9% among 320,000 | AID 504834, 2011; also: potency is read from the fitted curve at half-maximal effect; % is scaled to controls: 0 for no effect and ±100 for the full control effect
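Infected RBCs, 2% Hct / 0.05% parasitemia final; luciferase-reporter P. falciparum; cpd 96 h, 37 C, 5% CO2; luciferase detection reagent; luminescence.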
HCV inh = qHTS Assay for Inhibitors of Hepatitis C Virus (HCV); Huh7.5.1 HCVcc-Cre infection, luciferase reporter, 44 h; Potency, µM (top dose mostly 41.8 µM), for inactives: at the top dose activity change, negative = inhibition, actives largely listed as inhibitors; AID 651820, 2012; hit rate 3.4% among 340,000; also: potency is read from the fitted curve at half-maximal effect; % is scaled to controls: 0 for no effect and ±100 for the full control effect
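Infectious HCVcc-Cre (~0.5 moi) was added to cells just after compound, with cells seeded 4 h earlier at 1,000 per well. Luciferase activity after 44 h culture reported infection; substrate was incubated 15 min at room temperature before reading.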
Pf growth 48h = Primary qHTS for delayed death inhibitors of the malarial parasite plastid, 48 hour incubation; AID 504832, 2011; hit rate 5.9% among 310,000; P. falciparum luciferase growth in erythrocytes, 48 h; Potency, µM (highest dose often 28.7 µM), without a hit: at the highest dose activity change, negative = inhibition, actives largely listed as inhibitors; also: potency is read from the fitted curve at half-maximal effect; % is scaled to controls: 0 for no effect and ±100 for the full control effect
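Cell-based growth assay: transgenic P. falciparum expressing firefly luciferase, cultured in red cells within RPMI 1640 containing 0.5% w/v Albumax, 24 mM bicarbonate and gentamycin. A drop in luciferase activity indicates inhibition.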
Giardia FBPA inh = qHTS Assay for Inhibitors of Fructose-1,6-bisphosphate Aldolase from Giardia Lamblia; purified Giardia FBPA; Potency, µM (highest dose often 59.6 µM), inactives show at the top dose activity, negative = inhibition, actives largely listed as inhibitors; hit rate 0.71% among 290,000; also: potency is read from the fitted curve at half-maximal effect; % is scaled to controls: 0 for no effect and ±100 for the full control effect; nearly all actives have a fitted effect of over 55% in size
Target sequence (A8B2U2 whole entry, looked up): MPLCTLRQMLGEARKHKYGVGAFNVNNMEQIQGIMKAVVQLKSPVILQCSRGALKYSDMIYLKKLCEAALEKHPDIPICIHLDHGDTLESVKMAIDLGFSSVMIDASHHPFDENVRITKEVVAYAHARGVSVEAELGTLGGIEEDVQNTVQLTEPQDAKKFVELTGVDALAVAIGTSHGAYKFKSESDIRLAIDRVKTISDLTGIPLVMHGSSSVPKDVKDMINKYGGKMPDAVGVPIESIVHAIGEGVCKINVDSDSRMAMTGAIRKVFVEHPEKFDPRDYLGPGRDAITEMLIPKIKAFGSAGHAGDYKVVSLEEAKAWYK
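Giardia FBPA (40 nM reagent) was preincubated 10 min at RT with compound (up to 57.5 uM final), then substrate plus GAPDH/TPI/NAD/arsenate coupling system with diaphorase/resazurin was added; resorufin fluorescence (525/598 nm) was read after 20 min.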
Active calls of the source: *; ? = inconclusive; / = not tested or not shown; & = joins results of further samples; [ ] = remark or other dose. Unless noted, calls follow the shape of the dose curve; as a rule, active = well fitted curve in the direction sought with a large enough effect; inconclusive = small, poorly fitted or top-dose-only effect, or another doubt; inactive = no such curve, though single readings can be large; an effect the other way counts as inactive or inconclusive.

Preview (4 entries):
cpd | structure | Cycloheximide cs | Shiga toxin inh | Pf growth 96h | HCV inh | Pf growth 48h | Giardia FBPA inh
1 | Cc1[nH]c2ccccc2c1C1=CN2CCS(=O)(=O)N=C2S1 | -3 | 17 | / | 3% | 6% | -12%
2 | C=CCn1c(O)c(/C(C)=N/N2CCCCC2)c(=O)[nH]c1=O | 38 | 75* | -2% | 6% | -4% | 0%
3 | Cc1cccc(-n2nnnc2SC(C)C(=O)NCCC2=CCCCC2)c1 (stereo unspecified) | 19 | -11 | -11% | -23% | -30% | -12%
4 | CC1=C(n2nnc([N+](=O)[O-])n2)C(c2cccnc2)C(C#N)=C(N)O1 (stereo unspecified) | 6 | 5 | ? | -15% | 13µM* | 5µM*

The whole of this part, from the first entry:
cpd | structure | Cycloheximide cs | Shiga toxin inh | Pf growth 96h | HCV inh | Pf growth 48h | Giardia FBPA inh
1 | Cc1[nH]c2ccccc2c1C1=CN2CCS(=O)(=O)N=C2S1 | -3 | 17 | / | 3% | 6% | -12%
2 | C=CCn1c(O)c(/C(C)=N/N2CCCCC2)c(=O)[nH]c1=O | 38 | 75* | -2% | 6% | -4% | 0%
3 | Cc1cccc(-n2nnnc2SC(C)C(=O)NCCC2=CCCCC2)c1 (stereo unspecified) | 19 | -11 | -11% | -23% | -30% | -12%
4 | CC1=C(n2nnc([N+](=O)[O-])n2)C(c2cccnc2)C(C#N)=C(N)O1 (stereo unspecified) | 6 | 5 | ? | -15% | 13µM* | 5µM*
5 | CCOc1ccc(C(C)=O)cc1CN1C(=O)NC2(CCCCC2C)C1=O (stereo unspecified) | -4 | -8 | ? | -28% | ? | 4%
6 | COc1ccc(C(=O)CSc2nc3c(c(=O)n(C)c(=O)n3C)n2C)cc1 | -1 | -5 | -29% | / | 7% | 3%
7 | COCCCNC(=O)CSc1nc2cc(C(=O)NCCOC)ccc2c(=O)n1Cc1ccc2c(c1)OCO2 | 7 | -1 | ? | -4% | ? | 0%
8 | Cc1cc(-n2c(C)cc(C(=O)CSc3nc(N)cc(=O)[nH]3)c2C)no1 | 0 | 0 | ? | ? | -7% | -5%
9 | CC1CCN(c2c(NCC3CCC(C(=O)N4CCCCC4)CC3)c(=O)c2=O)CC1 (stereo unspecified) | -2 | 17 | ? | 1% | / | 2%
10 | COc1ccc(OCC(=O)N2CCOCC2)cc1 | 10 | 52 | / | 20% | 17% | 4%
11 | Cc1cnc(C(=O)Nc2cccc3ncccc23)cn1 | 5 | 17 | ? | 2% | 2% | -3%
12 | Cc1ccc(CN=C2NC(=O)C(CC(=O)NCCc3ccccc3)S2)cc1 (stereo unspecified) | -1 | -13 | ? | / | -13% | 5%
13 | CC(C)(C)C(=O)Nc1ccc(Oc2ccc3c(c2)C(=O)N(c2ccc(O)cc2)C3=O)cc1 | -1 | -13 | ? | 5% | 23% | -5%
14 | CCCN1CCC(NC(=O)Nc2ccc(F)cc2F)CC1 | -4 | -11 | / | -2% | -1% | 1%
15 | NNc1nc(-c2ccccc2)c2cc(Br)ccc2n1 | -6 | 3 | ? | 6% | 18%[0.00184 µM] | -10%
16 | Cc1ccc(C)c(NC(=O)Cn2c(=O)n(-c3ccc(CC(=O)NCC4CCCO4)cc3)c(=O)c3ccccc32)c1 (stereo unspecified) | -1 | -2 | 0% | / | 16% | -2%
17 | O=C(CCNC(=O)c1ccccc1Cl)Nc1cccc(S(=O)(=O)N2CCCCC2)c1 | / | / | ? | 22% | ? | /
18 | CC(C)N(C)C(=O)c1ccc(OC2CCN(CCc3ccccc3)CC2)cc1 | -2 | 4 | ? | 11% | -8% | 5%
19 | COc1cc(C)nc(OCCNC(=O)COc2ccc(Cl)cc2C)n1 | 0 | -9 | ? | ? | -10% | 5%
20 | O=C(Nc1ccc2c(c1)OCO2)Nc1ccc(F)cc1F | 65* | 87* | ? | ? | 90%[activator] | -2%
21 | CCC(C)NC(=S)N(CCc1ccccc1)Cc1cc2cc(OC)c(OC)cc2[nH]c1=O (stereo unspecified) | -1 | -6 | 6% | 5% | ? | 3%
22 | Cc1ccc(C)c(S(=O)(=O)NCc2ccc3c(c2)OCO3)c1 | -2 | -7 | -8% | 27% | 20% | 11%
23 | Cc1nc(-c2cccc(NC(=O)c3cccs3)c2)cs1 | 16* | 33 | ? | ? | ? | -5%
24 | CNC(=O)c1ccc(NC(=O)c2cc(S(=O)(=O)N(C)C)ccc2N2CCCC2)cc1 | / | / | ? | 4% | ? | /

Filtered by structure: those above containing a Cl atom.
cpd | structure | Cycloheximide cs | Shiga toxin inh | Pf growth 96h | HCV inh | Pf growth 48h | Giardia FBPA inh
17 | O=C(CCNC(=O)c1ccccc1Cl)Nc1cccc(S(=O)(=O)N2CCCCC2)c1 | / | / | ? | 22% | ? | /
19 | COc1cc(C)nc(OCCNC(=O)COc2ccc(Cl)cc2C)n1 | 0 | -9 | ? | ? | -10% | 5%

The list goes on.
cpd | structure | Cycloheximide cs | Shiga toxin inh | Pf growth 96h | HCV inh | Pf growth 48h | Giardia FBPA inh
25 | c1ccc(-c2noc(C34CC5CC(CC(C5)C3)C4)n2)nc1 | 34* | 100* | -1% | 7% | ? | 2%
26 | CCOc1ccccc1NC(=O)COC(=O)C(CC)c1ccccc1 (stereo unspecified) | 0 | 1 | 3% | ? | 0% | -8%
27 | O=C(C(=O)N1CCN(c2ccccc2Cl)CC1)c1c[nH]c2ccccc12 | -2 | -5 | 1% | -29% | 10% | /
28 | COC(=O)Cc1cc(=O)n(-c2nc3ccccc3[nH]2)[nH]1 | 1 | 3 | / | 7% | -27% | 0%
29 | CC(C)CN(C(=O)COc1ccc([N+](=O)[O-])cc1)c1c(N)n(CC(C)C)c(=O)[nH]c1=O | / | / | ? | -2% | -3% | /
30 | COc1ccc(CNC(=O)COc2ccccc2C(=O)c2cnn(-c3ccccc3)c2)cc1OC | / | / | -45% | ? | 36%[activator] | /
31 | O=C(N/N=C\c1ccc(Sc2ccccn2)o1)c1cccc(Br)c1 | -2 | 14 | 0% | ? | -3% | /
32 | N#CCCN(C(=O)COC(=O)c1ccc(S(=O)(=O)N2CCCC2)cc1)c1cccc(Cl)c1 | / | / | ? | -5% | -27% | /
33 | O=C(O)CSCCCC(=O)Nc1ccc(Br)cc1 | -4 | -14 | / | 8% | ? | 9%
34 | Cc1ccc(CSc2ccc(-c3ccco3)nn2)cc1 | 12 | 21 | 30%[activator] | 1% | 159%[activator] | -2%
35 | COc1cc(OC)cc(C(=O)N[C@@H](CCSC)c2nc3ccccc3[nH]2)c1 | -7 | -18 | 1% | -17% | -9% | 1%
36 | Cc1ccc(S(=O)(=O)N(C)C)cc1NC(=O)COC(=O)c1ccc2c(c1)OCO2 | -2 | -15 | 26% | ? | -7% | -1%
37 | Cc1ccc(/C=N/c2sc3c(c2C#N)CCCCC3)o1 | -2 | 6 | 104%[activator] | -22% | 22% | -29%
38 | Cc1ccccc1C(=O)Nc1ccc(N2CCOCC2)nc1 | 30* | 58* | 128%[activator] | 4% | 68%[activator] | 0%
39 | COC(C)(C)[C@H](O)COc1c2ccoc2cc2oc(=O)ccc12 | -4 | -16 | -12% | -5%[8.37 µM] | 29% | -4%
40 | COc1ccccc1N(CC(=O)N1CCCC1)S(=O)(=O)c1ccc(C)cc1 | -4 | -11 | 29% | 3% | -11% | 9%
41 | C=CCOC(=O)C1=C[C@@H](c2ccccc2)C[C@@H](OCc2ccc(CO)cc2)O1 | 8 | 30 | ? | -16% | ? | -3%
42 | C=C1CCN(C(CC(C)C)C(=O)NN2CCOCC2)S(=O)(=O)c2ccccc21 (stereo unspecified) | -3 | 7 | / | / | / | 0%
43 | O=C(Oc1ccc(Br)cc1C(=S)N1CCCC1)c1ccccc1Cl | -1 | -3 | 0% | 0% | 28% | -10%
44 | O=C(c1cccc(Oc2ccccc2)c1)N1CCOCC1 | 2 | 6 | 24% | 7% | ? | /
45 | C=CCOc1ccccc1C(=O)/C=C1/C(=O)Nc2ccccc21 | -7 | -16 | 0% | -13% | 1% | -6%
46 | COc1ccc(C(=O)Nc2ccc(NC(=O)c3ccco3)c(Cl)c2)cc1OC | -4 | 19 | -22% | ? | -8% | 3%
47 | Cn1c(=O)c(=O)n(C)c2cc(S(=O)(=O)N3CCc4ccccc43)ccc21 | -5 | -12 | -16% | 2% | ? | 3%
48 | FC(F)(F)c1cccc(OCCN2CCN(Cc3ccccc3)CC2)c1 | -4 | -17 | 10µM* | 29% | 12% | ?
49 | Cc1cccc(C)c1NC(=O)CCS(=O)(=O)c1cccc2nsnc12 | 2 | -5 | -41% | 24% | / | -3%
50 | Cc1ccc(CN2CCCC(C(=O)c3ccc4c(c3)OCO4)C2)cc1C (stereo unspecified) | -1 | 15 | 0% | 5% | 2% | 0%
51 | Cc1cc(C)n(-c2cccc(F)n2)n1 | -2 | -15 | 19% | -7% | 4% | 2%
52 | COc1cc2ccc(=O)oc2c2ccoc12 | -4 | -14 | 23% | ? | 42%[activator] | -1%&0%
53 | Nc1nonc1N/N=C/c1c(O)ccc2ccccc12 | 12 | 24 | 21% | -7% | -11% | -15%
54 | C=CCNC(=O)c1ccccc1NS(=O)(=O)c1ccc(OC)c(C(=O)N2CCOCC2)c1 | -5 | -4 | 21% | -6% | 7% | -1%
55 | COc1ccc(Nc2nc(N)c([N+](=O)[O-])c(NC3CCCCC3)n2)cc1 | -10 | -9 | 10µM* | 11µM* | ? | 4%
56 | Cc1cc(CNC(=O)c2ccc(C)c([N+](=O)[O-])c2)c2ccccc2n1 | -2 | -13 | ? | ? | 0% | 1%
57 | CC(C)Nc1nc(-c2ccccn2)nc(-c2ccccc2)c1C#N | -1 | 1 | ? | 8% | -1% | 6%
58 | Cn1c(=O)c2c(nc(NCCO)n2C)n(C)c1=O | -5 | -6 | / | 11% | -8% | 1%
59 | C#CC[N+]1(CC#Cc2cccc(C)c2)CCCCC1 | -3 | 18 | -12% | -4% | 1.5µM* | 5%
60 | CCN(CC)S(=O)(=O)c1ccc(C)c(NC(=O)CNCc2ccccc2OC)c1 | 0 | 31 | 2% | ? | ? | ?
61 | Cc1ccc(C(=O)COC(=O)CNC(=O)c2ccc(Br)o2)cc1[N+](=O)[O-] | -3 | 4 | 1% | 8% | -3% | 2%
62 | Cn1c(CN2CCN(CCO)CC2)c(C#N)c2ccccc21 | -2 | -2 | -15% | -17% | -16% | -3%
63 | COCc1cc(C)nc(SCC(=O)Nc2cc(C(F)(F)F)ccc2N2CCOCC2)c1C#N | -5 | -16 | -1% | -27% | ? | /
64 | COc1ccc(-c2c(C(C)=O)c(C)n(C)c2C)cc1 | -3 | 6 | 12µM* | 6% | 25% | -12%

Retrieved one by one from the entries so far:
cpd | structure | Cycloheximide cs | Shiga toxin inh | Pf growth 96h | HCV inh | Pf growth 48h | Giardia FBPA inh
47 | Cn1c(=O)c(=O)n(C)c2cc(S(=O)(=O)N3CCc4ccccc43)ccc21 | -5 | -12 | -16% | 2% | ? | 3%
35 | COc1cc(OC)cc(C(=O)N[C@@H](CCSC)c2nc3ccccc3[nH]2)c1 | -7 | -18 | 1% | -17% | -9% | 1%
15 | NNc1nc(-c2ccccc2)c2cc(Br)ccc2n1 | -6 | 3 | ? | 6% | 18%[0.00184 µM] | -10%
2 | C=CCn1c(O)c(/C(C)=N/N2CCCCC2)c(=O)[nH]c1=O | 38 | 75* | -2% | 6% | -4% | 0%

Copied from above, entries 63 to 64
cpd | structure | Cycloheximide cs | Shiga toxin inh | Pf growth 96h | HCV inh | Pf growth 48h | Giardia FBPA inh
63 | COCc1cc(C)nc(SCC(=O)Nc2cc(C(F)(F)F)ccc2N2CCOCC2)c1C#N | -5 | -16 | -1% | -27% | ? | /
64 | COc1ccc(-c2c(C(C)=O)c(C)n(C)c2C)cc1 | -3 | 6 | 12µM* | 6% | 25% | -12%

Bioassay records: PubChem, National Center for Advancing Translational Sciences (NCATS)
